Screening results: PubChem BioAssay, several laboratories
GSK3beta inhib: blocks human GSK3beta kinase activity; activity score (negative = inhibition), % at 10 µM; AID 2097; actives 0.038% (n = 300,000); GST-GSK3beta kinase, ADP-Glo luminescence, 60 min; active compounds read low;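 active means more than half of replicate wells score below -50%, meaning over 50% inhibition versus plate controls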;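 further: 0% = median DMSO wells and -100% = median GW8510 positive control wells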
Target sequence (P49841 whole entry, looked up): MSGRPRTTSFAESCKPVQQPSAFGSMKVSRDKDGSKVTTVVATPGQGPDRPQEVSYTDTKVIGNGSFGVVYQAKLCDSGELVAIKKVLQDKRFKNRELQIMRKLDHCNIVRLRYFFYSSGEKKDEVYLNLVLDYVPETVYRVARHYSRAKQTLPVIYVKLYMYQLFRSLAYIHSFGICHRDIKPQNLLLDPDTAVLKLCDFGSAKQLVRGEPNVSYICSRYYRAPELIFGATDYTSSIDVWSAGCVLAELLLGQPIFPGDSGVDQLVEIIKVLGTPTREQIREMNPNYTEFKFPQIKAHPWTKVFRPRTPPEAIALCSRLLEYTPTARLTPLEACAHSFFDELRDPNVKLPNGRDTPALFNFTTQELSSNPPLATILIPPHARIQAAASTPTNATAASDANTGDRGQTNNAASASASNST
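Assay system: GST-tagged human GSK3beta kinase, cell-free; Input: 1.6 ng GSK3beta; Medium: Tris/MgCl2 kinase buffer; Timing: 60 min enzyme reaction, room temperature; Signal: ADP-Glo luminescence quantifying ADP generated by kinase; Evaluation: score relative to plate controls; Benchmarks: DMSO neutral wells and GW8510 at 20 µM as positive.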
HSP90 inh: inhibitors of HSP90 luciferase refolding in rabbit reticulocyte lysate; luciferase refolding luminescence, 3 h; inhibition, % at 5.6 µM; actives 0.91% (n = 290,000); AID 1789;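 active means inhibition above the screen-wide mean plus 3 SD, computed separately per campaign, cut at about 16% in these data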;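 further: 0% = DMSO wells and 100% = 60 µM geldanamycin wells; inhibitors lower the luminescence because luciferase stays unfolded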
GSK3 alpha inh: blocks human GSK-3 alpha kinase | actives 0.1% (n = 320,000) | AID 2650 | P49840 | inhibition, % at 10 µM | ADP-Glo luminescence, 60 min;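 in the data active means inhibition above about 50%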;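 further: GST-tagged GSK-3 alpha with peptide substrate and 25 µM ATP; 0% = DMSO neutral wells and 100% = GW8510 positive control wells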
Target sequence (P49840 whole entry, looked up): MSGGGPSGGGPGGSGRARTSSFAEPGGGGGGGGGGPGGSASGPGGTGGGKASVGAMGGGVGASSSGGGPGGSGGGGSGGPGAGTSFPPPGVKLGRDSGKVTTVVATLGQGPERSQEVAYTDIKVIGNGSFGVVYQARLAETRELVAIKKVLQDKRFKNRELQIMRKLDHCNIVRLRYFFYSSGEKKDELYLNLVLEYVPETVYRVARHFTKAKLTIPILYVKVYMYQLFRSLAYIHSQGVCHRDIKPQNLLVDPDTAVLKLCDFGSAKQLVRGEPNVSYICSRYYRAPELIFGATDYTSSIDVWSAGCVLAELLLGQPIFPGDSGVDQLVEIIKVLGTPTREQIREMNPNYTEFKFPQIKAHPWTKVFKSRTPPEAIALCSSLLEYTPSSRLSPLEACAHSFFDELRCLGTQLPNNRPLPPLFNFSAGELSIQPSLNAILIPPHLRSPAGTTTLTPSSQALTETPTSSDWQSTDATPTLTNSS
AI-2 QS modul: Vibrio harveyi AI-2 quorum sensing modulation. Vibrio harveyi JMH597 AI-2 luminescence/OD600 ratio, 9 h; active compounds read low; strain lacks LuxN and CqsS sensors; 0 = neutral-control median. activity change, % at 7.5 µM. actives 0.4% (n = 300,000). AID 2094; in the data active means activity change below about -75%, passing the limit was not always enough;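 further: luminescence divided by OD600 gain over 9 h not by final OD600 alone; inactives centre near 13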
HSF1 activator: increases HSF-1 driven luciferase reporter signal; actives 1.7% (n = 300,000); activation, % at 9 µM; NIH3T3-HGL HSF-1 luciferase reporter, MG132, 8 h; 100% = twice DMSO control signal;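 active means mean replicate activation of at least 50% with a set share of replicates each reaching 50%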;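 further: 0% = median of the neutral control wells and 100% = twice that signal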
PolyA inhibitor: inhibitors of polyadenylation in S. cerevisiae; S. cerevisiae SKY197-pL101 polyadenylation reporter, beta-gal luminescence; efflux-impaired pdr1/pdr3 knockout yeast; score 100 = 6 SD above DMSO; calls only at 12 µM; actives 0.02% (n = 300,000);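 active means lowest replicate activity score at least 50, where 100 means six control SD above control mean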;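 further: yeast exposed to compound for 9 h at 30 °C; higher score means more reporter readthrough which indicates perturbed polyadenylation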
KLF5 inhibitor: kruppel-like factor 5 inhibition. AID 1700. DLD-1 KLF5 promoter-luciferase reporter, luminescence. inhibition, % at 5 µM. actives 0.23% (n = 290,000);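 active means inhibition above a per-plate limit of that plate's mean compound inhibition plus 3 SD, cut at about 60% in these data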;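 further: 0% = DMSO wells and 100% = LY294002 at 200 µM; higher means less KLF5 promoter-driven luciferase light; inactives centre near -14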
IEC-6 tox: IEC-6 cytotoxicity, counter-screen for KLF5 inhibitors | actives 0.78% (n = 290,000) | inhibition, % at 5 µM | luminescence viability; in the data active means inhibition above about 22%;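 further: 0% = plate median of test compound wells and 100% = cytotoxic reference compound wells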
aSyn 5UTR inh: MLPCN primary screen, SNCA 5' untranslated region; inhibition, % (tested at 7.5 µM); AID 1813; actives 0.82% (n = 300,000); alpha-synuclein 5'UTR reporter, inhibitor activity; in the data active means inhibition above about 60%;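 further: H4 neuroglioblastoma cells stably carrying SNCA 5'UTR luciferase fusion; 0% = DMSO wells and 100% = positive control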
HSF1 inh: HSF1 inhibition; NIH3T3-HGL HSE-luciferase, MG132-induced, luminescence 8 h; active compounds read low; activity change, negative = inhibition, % at 7.5 µM (by protocol); actives 0.77% (n = 300,000);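 active means more than half of replicate wells show activity change below -50%, luminescence cut by over half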;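 further: luciferase reports HSF-1 transcriptional activity via heat shock element; 0% = median of DMSO wells and -100% = zero luminescence signal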
* hit, by the source's call; i = inactive; nt = no result given.

item	Compound	GSK3beta inhib	HSP90 inh	GSK3 alpha inh	AI-2 QS modul	HSF1 activator
1	O=C1CSC(=S)N1/N=C/c1ccc(C(F)(F)F)cc1	2	-5	0	6	-28
2	O=C(CCCc1nc(-c2ccccc2)no1)NCc1cccnc1	4	-1	-2	-42	0
3	Cc1cc(NS(=O)(=O)c2ccc(NC(=O)C(F)(F)F)cc2)nc(C)n1	-1	-2	-2	19	-1
4	CCC(NC(=S)NCc1ccccc1)C(=O)O (stereo unspecified)	0	-2	-3	-2	-67
5	Oc1ccccc1-c1cc(-c2ccco2)[nH]n1	0	-2	0	-9	25
6	CCCn1cc(CN2CCC(n3nccc3NC(=O)C(OC)c3ccccc3)CC2)c(C)n1 (stereo unspecified)	-4	-2	-1	15	-1
7	CN1CC(C(=O)O)Cc2c1ccc1ccccc21 (stereo unspecified)	2	8	-5	-7	23
8	Cc1cc(C)cc(-n2cc[nH]c2=S)c1	-1	-4	0	1	-18
9	COc1cc(OC)c(S(=O)(=O)NC(C)C)cc1S(=O)(=O)NC(C)C	3	-5	0	12	-9
10	CC1Oc2ccccc2N(CC(=O)N2CCc3ccccc32)C1=O (stereo unspecified)	-1	6	0	14	nt
11	COc1ccc(CCN(C)C(=O)C2CCN(Cc3ccc(C)cc3)CC2)cc1OC	2	-2	-1	10	-14
12	COc1ccc(C(=O)CCC(=O)Nc2ccc(Cl)cc2)cc1	3	-3	3	-19	-9

item	PolyA inhibitor	KLF5 inhibitor	IEC-6 tox	aSyn 5UTR inh	HSF1 inh
1	i	-8	-7	-10	-9
2	i	-28	-3	-16	6
3	i	-30	-3	-5	-4
4	i	-51	-14	25	-60*
5	i	-75	0	-256	9
6	i	-11	-7	8	-1
7	i	-25	1	20	14
8	i	-13	6	-1	-10
9	i	-3	-9	0	-10
10	i	-16	10	nt	nt
11	i	-16	-8	21	-7
12	i	-13	1	6	1

(more compounds)
item	Compound	GSK3beta inhib	HSP90 inh	GSK3 alpha inh	AI-2 QS modul	HSF1 activator
13	CCCn1c(SCc2ccc(C(=O)OC)o2)nc2ccccc2c1=O	2	2	0	2	9
14	CC(=O)c1ccc(NS(=O)(=O)c2c(C)cc(C)cc2C)cc1	9	-5	-1	23	13
15	O=C(NCCc1ccccc1)C(=O)NCCC1CCCCN1S(=O)(=O)c1cccs1 (stereo unspecified)	0	nt	-1	5	-22
16	CCOC(=O)Cc1csc(NC(=O)c2ccc(F)cc2)n1	-2	-7	1	14	29
17	CC(=O)/C=C1/SC(CC(=O)O)C(=O)N1c1ccccc1 (stereo unspecified)	3	1	-4	32	-17
18	CC(=O)N(C)c1ccc(N=Cc2cc3c(cc2[N+](=O)[O-])OCO3)cc1	1	nt	30	32	-11
19	Nc1cc(C(F)(F)F)cc([N+](=O)[O-])c1N	0	2	-2	10	-3
20	COc1cccc(C2c3[nH]c4ccccc4c3CCN2Cc2cccn2-c2ncccn2)c1 (stereo unspecified)	-1	-4	nt	7	0
21	C=CCSc1nnc2c(n1)[nH]c1c(C)cccc12	-5	2	-4	26	44
22	CCOC(=O)Cc1nnc(NCc2ccccc2)c2ccccc12	2	0	-1	6	39
23	COCCNc1nc2c(c(=O)n(C)c(=O)n2C)n1Cc1cccc(C)c1	0	-2	0	2	-10
24	COc1ccc2c(CC(=O)OCC(=O)NC(N)=O)coc2c1	1	1	5	10	3

item	PolyA inhibitor	KLF5 inhibitor	IEC-6 tox	aSyn 5UTR inh	HSF1 inh
13	i	-7	-5	18	9
14	i	-25	3	-102	8
15	i	nt	nt	15	-4
16	i	-30	-8	-18	2
17	i	-25	1	3	-3
18	i	nt	nt	-1	-9
19	i	-24	3	-10	-4
20	i	-11	5	-28	3
21	i	-141	0	-158	25
22	i	-27	-3	31	15
23	i	-10	1	15	-10
24	i	-1	-2	-21	-3

(continued)
item	Compound	GSK3beta inhib	HSP90 inh	GSK3 alpha inh	AI-2 QS modul	HSF1 activator
25	O=C(O)c1ccccc1CSc1nc2ccccc2s1	6	-1	-6	20	18
26	CCn1cc(C(=O)OCC(=O)c2cc(C)n(-c3ccccc3F)c2C)c(=O)c2ccc(C)nc21	-5	-1	-2	-9	-17
27	C=CCC1Cc2c(cccc2[N+](=O)[O-])C(CC=C)N1 (stereo unspecified)	0	0	-1	5	-7
28	CCOC1=C/C(=C/c2c(N)n3nc(CC(=O)N4CCCC4)sc3nc2=O)C=CC1=O	6	2	7	11	5
29	Cc1ccc(OCCN2C(=O)NC3(CCc4ccccc4C3)C2=O)cc1 (stereo unspecified)	3	-5	-2	5	-6
30	CC1CN(C(=O)CCNC(=O)c2ccc(Cl)cc2)CC(C)O1 (stereo unspecified)	4	-6	-3	-17	0
31	O=c1[nH]c(S)nc2sc3c(c12)CCCC3	5	-2	-2	47	-4
32	Cc1ccc(CNC(=O)CN(C)S(=O)(=O)c2cccc3nsnc23)cc1	0	-1	0	9	-9
33	COc1ccc(N(C(=O)c2ccco2)C(C(=O)NC2CCCCC2)c2cccs2)cc1OC (stereo unspecified)	2	2	-2	30	13
34	CCc1ccccc1NC(=O)Nc1ccon1	1	0	1	13	10
35	Cn1c(=O)[nH]c(=O)c2c1nc(N1CCCCC1)n2C/C=N/NC(=O)c1cc(Br)ccc1O	1	0	-4	0	-5
36	N/C(=N\OC(=O)CCCc1ccccc1)c1cccnc1	-5	-5	-3	-52	2

item	PolyA inhibitor	KLF5 inhibitor	IEC-6 tox	aSyn 5UTR inh	HSF1 inh
25	i	-49	0	-63	9
26	i	-7	-12	18	-9
27	i	-11	2	1	-1
28	i	-16	6	18	-2
29	i	-17	-2	9	-11
30	i	11	-6	-13	-6
31	i	-1	2	-4	-5
32	nt	-38	3	21	-1
33	i	-23	-1	5	2
34	i	-44	2	21	-5
35	i	2	1	-31	-1
36	i	-30	-2	-61	0

Going on with the list:
item	Compound	GSK3beta inhib	HSP90 inh	GSK3 alpha inh	AI-2 QS modul	HSF1 activator
37	Cc1nn(Cc2ccc([N+](=O)[O-])cc2)c(=O)n1-c1ccc(F)cc1	0	-1	-1	45	-1
38	O=C(NCCc1ccc(Cl)cc1)C1CC(=O)N(C2CCCCC2)C1 (stereo unspecified)	1	-1	-2	9	11
39	Cc1ncc(S(=O)(=O)C(C)(C)C)c(N)n1	2	-1	-2	3	-7
40	CCCC(=O)NCCc1cc2ccc(C)c(C)c2[nH]c1=O	2	6	-4	-7	16
41	COC(=O)c1ccc(C(=O)OC)c(NC(=S)N2CCCC2)c1	-2	4	-3	3	2
42	Cc1nc(N2CCN(c3ccc(Cl)cc3)CC2)[nH]c(=O)c1C	0	-1	2	21	-3
43	Cc1cc(O)cc(=O)n1Cc1ccco1	0	3	1	14	-6
44	COc1cc(/C=N/NC(=O)C(=O)NCc2ccco2)cc(Cl)c1O	3	1	-2	10	-9
45	CCOC(=O)Cc1csc(NC(=O)COc2ccccc2OC)n1	1	10	1	22	7
46	Cc1cc(NC(=O)CN2CCC(O)(c3cccc(F)c3)CC2)no1	-1	5	2	38	16
47	Cc1ccc(OCC(=O)N2CCN(C(=O)c3cccc(F)c3)CC2)cc1	1	-1	-2	19	5
48	COC(=O)COc1ccc(C2NC(=O)NC(c3ccccc3)=C2C(C)=O)cc1OC (stereo unspecified)	4	-2	nt	14	1

item	PolyA inhibitor	KLF5 inhibitor	IEC-6 tox	aSyn 5UTR inh	HSF1 inh
37	i	15	-2	6	1
38	i	-53	-3	-17	6
39	i	-19	-6	-14	-6
40	i	-37	2	-17	2
41	i	-24	3	-20	-1
42	i	-10	-2	5	-5
43	i	3	1	4	0
44	i	1	1	12	-4
45	i	2	8	-8	-4
46	i	8	-6	10	3
47	i	-12	-10	3	-6
48	i	-14	-4	-15	-7

(more compounds)
item	Compound	GSK3beta inhib	HSP90 inh	GSK3 alpha inh	AI-2 QS modul	HSF1 activator
49	Cc1cccc(-n2ncc3c(N4CCOCC4)ncnc32)c1	-3	54*	3	21	-50
50	CCCCCOc1ccc(NC2=CC(=O)CCC2)cc1	4	-5	0	-48	4
51	COc1ccc(CCN2CNc3c(c(=O)n(C)c(=O)n3C)C2)cc1OC	1	2	-2	14	-2
52	CC(C)OCCCNC(=O)c1cc(S(=O)(=O)N2CCCCC2)c[nH]1	-2	7	-1	7	-1
53	CCc1nn(CC(=O)N(C)C2CCCCC2)c(=O)c2cc3cc(C)ccc3n12	-2	8	nt	15	-6
54	N#C/C(=C\Nc1ccc2c(c1)OCCO2)c1nc2ccccc2[nH]1	1	6	-2	2	-43
55	COc1ccc(OC)c(-c2nnc(SCC(=O)N3CCCc4ccccc43)o2)c1	-6	0	1	10	-9
56	NC(=O)CC(NC(=O)c1ccccc1)c1ccc(NCCc2cccc(F)c2)c([N+](=O)[O-])c1 (stereo unspecified)	2	nt	3	16	9
57	CC(=O)NC12CC3CC(C1)CC(C(=O)OCC(=O)NC(=O)c1cccn1C)(C3)C2	-2	7	-2	1	10
58	COc1ccc(CN2CCCCC2C(=O)Nc2ccc(OC)c(OCC(C)C)c2)cc1OC (stereo unspecified)	-18	1	-2	30	-21
59	COc1cc(NC(=O)C2CCCCN2)ccc1OCC(C)C (stereo unspecified)	3	0	-6	30	-6

item	PolyA inhibitor	KLF5 inhibitor	IEC-6 tox	aSyn 5UTR inh	HSF1 inh
49	i	42	3	77*	-40
50	i	-16	8	21	-4
51	i	-31	-3	-2	1
52	i	-37	-6	16	6
53	i	-20	-4	9	1
54	i	-85	4	-65	-29
55	i	-13	-7	19	8
56	i	nt	nt	16	12
57	i	-16	-3	11	5
58	i	-11	1	14	-1
59	i	-5	3	3	-8

Not all compounds are listed; count on the stated rates, not on these rows.
